Mito fusion yeast: qHTS Assay for Small Molecule Inhibitors of Mitochondrial Division or Activators of Mitochondrial Fusion | Potency, µM (series often up to 46.1 µM), inactives show top-dose growth rescue (activation), most hits filed as activators | actives 0.23% (n = 320,000) | S. cerevisiae fusion-defective mutant growth rescue, CellTiterGlo 48 h | AID 485298, 2010;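 note: potency is the fitted concentration of half-maximal effect; % of control where 0% means no effect; nearly all actives have a fitted effect of over 45% in size; temperature-sensitive fusion mutants such as fzo1-1 at 37 °C on non-fermentable ethanol glycerol medium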
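Read-out: ATP-based luminescence (CellTiterGlo, 10 min ambient) reporting growth of fusion-defective ts yeast after 48 hours at 37C on glycerol/ethanol YPEG medium in the presence of compound.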
AT treatment: qHTS Assay for Identifying a Potential Treatment of Ataxia-Telangiectasia; actives 0.19% (n = 320,000); […] A-T fibroblasts, KAP-1 phosphorylation AlphaLISA; neocarzinostatin DNA damage 30 min before lysis; AID 485349, 2010; Potency, µM (highest dose often 57.5 µM), inactives show at the highest dose activation, hits mostly activators; note: potency is the fitted concentration of half-maximal effect; % of control where 0% means no effect; nearly all actives have a fitted effect of over 45% in size
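hTERT-immortalized A-T patient fibroblasts ([…]), 500 cells/well in OPTI-MEM, 1% FBS, got compounds for 60 min, then NCS for 30 min at 37C. Lysates were then assayed for phospho-KAP-1 by AlphaLISA (anti-pKAP1 donor, anti-KAP1 acceptor beads), 6 hr at 25C.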
TRPV1 ag: HTS Assay for Compounds that Act as Agonists of the Vanilloid Receptor 1; Transient receptor potential cation channel subfamily V member 1 (Homo sapiens), Q8NER1; TRPV1-expressing cells, Fluo-8 calcium influx, agonist mode; activation, % at 8.33 µM; actives 0.19% (n = 320,000); AID 540275, 2011; in the data active = activation above about 80%; inconclusive = between about 30% and that limit; note: 0% is about no effect
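Fluo-8 calcium influx in TRPV1-expressing cells, kinetic read (ex 480/em 520 nm). Compound added and read 3 min for agonist activity, followed by capsaicin at EC20 final and 2 min further read for enhancement.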
hERG WT inh: qHTS for Inhibitors of KCHN2 3.1: Wildtype qHTS; Voltage-gated inwardly rectifying potassium channel KCNH2 (Homo sapiens), Q12809; U2OS, BacMam KCNH2, thallium flux FluxOr; active compounds read low; activity change, % at 1.84 µM; actives 0.37% (n = 340,000);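 active = maximum activity change below -70%; inconclusive = maximum activity change between -70% and -50%; inactive = maximum activity change above -50%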; note: % is set by controls: 0 for no effect and ±100 for the full control effect
Target sequence (Q12809 whole entry, looked up): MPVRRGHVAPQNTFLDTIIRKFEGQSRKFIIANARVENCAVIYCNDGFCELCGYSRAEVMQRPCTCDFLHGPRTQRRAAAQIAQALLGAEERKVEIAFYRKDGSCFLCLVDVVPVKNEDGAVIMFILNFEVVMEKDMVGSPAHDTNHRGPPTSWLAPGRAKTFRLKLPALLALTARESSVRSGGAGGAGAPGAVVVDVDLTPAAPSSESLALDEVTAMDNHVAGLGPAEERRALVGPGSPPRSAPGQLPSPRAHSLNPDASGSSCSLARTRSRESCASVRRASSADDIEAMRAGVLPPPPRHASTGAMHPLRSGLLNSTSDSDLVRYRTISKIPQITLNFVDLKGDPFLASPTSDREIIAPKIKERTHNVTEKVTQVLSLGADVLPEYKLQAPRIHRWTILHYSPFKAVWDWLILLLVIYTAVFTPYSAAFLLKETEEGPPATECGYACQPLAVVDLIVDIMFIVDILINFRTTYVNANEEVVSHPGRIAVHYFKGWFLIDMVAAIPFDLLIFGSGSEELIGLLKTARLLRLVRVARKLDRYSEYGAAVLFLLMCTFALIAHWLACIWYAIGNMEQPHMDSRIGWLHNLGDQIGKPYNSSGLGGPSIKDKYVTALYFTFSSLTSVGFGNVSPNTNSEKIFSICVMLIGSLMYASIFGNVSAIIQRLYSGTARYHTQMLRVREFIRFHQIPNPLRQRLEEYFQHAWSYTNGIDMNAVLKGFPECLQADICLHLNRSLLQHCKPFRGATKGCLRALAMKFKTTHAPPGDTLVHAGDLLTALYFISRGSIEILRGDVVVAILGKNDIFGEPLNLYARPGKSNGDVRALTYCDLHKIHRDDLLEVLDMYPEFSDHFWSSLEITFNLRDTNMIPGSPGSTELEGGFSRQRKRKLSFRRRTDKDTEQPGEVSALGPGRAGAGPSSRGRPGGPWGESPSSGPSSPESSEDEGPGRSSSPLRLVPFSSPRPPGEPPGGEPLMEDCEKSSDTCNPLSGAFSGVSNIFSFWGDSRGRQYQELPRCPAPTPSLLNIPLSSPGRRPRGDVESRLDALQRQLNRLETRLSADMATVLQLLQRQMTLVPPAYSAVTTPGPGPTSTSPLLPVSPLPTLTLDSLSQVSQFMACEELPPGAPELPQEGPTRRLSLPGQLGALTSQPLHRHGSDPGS
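U2OS cells were transduced with wild-type KCNH2 virus (2.03 x 10^8 / mL) for 4 h at room temperature, then cultured overnight at 37 C. Thallium flux was read with FluxOr dye. Rate constants were normalized to DMSO controls.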
TSHR antag: Antagonists of the Thyroid Stimulating Hormone Receptor: HTS campaign; Thyrotropin receptor (Homo sapiens), P16473; TSHR-expressing cells, TSH-stimulated cAMP HTRF, 2 h; active compounds read low; activity change, negative = inhibition, % at 11.5 µM; actives 0.2% (n = 330,000); AID 504810, 2011;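 active = activity change below a set negative limit, meaning inhibition stronger than a set level, cut at about -70% in these data; inconclusive = activity change between two set negative limits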; note: % is set by controls: 0 for no effect and ±100 for the full control effect
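Cell-based HTRF cAMP assay; TSHR cells + compound, TSH EC80 (4nM final), 2 h, 37 deg C. Lysis with anti-cAMP cryptate and cAMP-d2, 30 min RT, read 665/620 nm.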
ELG1 DNA repair: qHTS screen for small molecules that inhibit ELG1-dependent DNA repair in human embryonic kidney (HEK293T) cells expressing luciferase-tagged ELG1. HEK293T ELG1-luciferase reporter, luminescence, 16 h; DNA damage induced by 5-fluorouridine. Potency, µM (doses to about 46.1 µM), without a hit: top-dose activity change, negative = inhibition, most hits filed as inhibitors. actives 2.3% (n = 330,000); note: potency is the fitted concentration of half-maximal effect; % is set by controls: 0 for no effect and ±100 for the full control effect; nearly all actives have a fitted effect of over 55% in size
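Overnight (16 hr) co-exposure of 2,000 cells/well to 5-fluorouridine and compound at 37 °C preceded detection. Luciferase was quantified via ONE-Glo luminescence; loss of signal denotes inhibition.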
USP2a inh: qHTS Assay for Inhibitors of Ubiquitin-specific Protease USP2a Using CHOP2 as the Reporter | AID 463254, 2010 | Potency, µM (highest dose often 38.3 µM), inactives show at the top dose activity change, negative = inhibition, actives largely listed as inhibitors | USP2 core, Ub-CHOP2 coupled fluorogenic reporter, 485/531 | Ubiquitin carboxyl-terminal hydrolase 2 (Homo sapiens), O75604 | actives 0.01% (n = 330,000);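 note: potency is the fitted concentration of half-maximal effect; plate controls were DMSO wells for no effect and full inhibition by NEM control for full effect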
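Deubiquitinase activity read as fluorescence (485/531 nm) after Ub-CHOP2 cleavage activates the enterokinase reporter on its substrate; USP2 core 10nM, Ub-CHOP2 and substrate 25nM each, 30min compound preincubation then 60min RT; data normalized to NEM, curves fitted.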
TCR activator: Activators of T cell receptors: qHTS campaign; primary human leukocytes, anti-CD3, IL-2 HTRF, 48 h; Potency, µM (series often up to 9.22 µM), for the others: at the highest dose activation of IL-2 secretion, hits mostly activators; 330,000 tested, under 10 active; note: % of control where 0% means no effect
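Activity was scored as IL-2 release from primary human leukocytes given only a TCR signal (a-CD3 beads) plus compound for 48 hr. Detection used a two-antibody HTRF format read at 665nm.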
KCNH2 3.1 block: qHTS for Inhibitors of KCHN2 3.1: Mutant qHTS | Potassium voltage-gated channel subfamily H member 2, brain isoform KCNH2 3.1 (human) | U2OS KCNH2 3.1, thallium flux FluxOr; active compounds read low | activity change, % (tested at about 1.8 µM) | actives 0.95% (n = 340,000) | AID 720553, 2013;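 active = maximum activity change below -70%; inconclusive = maximum activity change from -70% to -50%; inactive = maximum activity change above -50%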;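 note: thallium influx rate constant from kinetic fluorescence after stimulation buffer; % is set by controls: 0 for no effect and ±100 for the full control effect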
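Thallium flux via FluxOr fluorescence (Red40 quencher, 45 min loading) in U2OS cells virally expressing the KCNH2 3.1 isoform (1.77 x 10^8 /mL virus, overnight at 37 C). Rate constants from 2-min kinetic reads post-stimulation, normalised to positive and negative controls.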
Eya2 inh: qHTS Assay for Inhibitors of the Phosphatase Activity of Eya2; Potency, µM (top dose mostly 76.9 µM), inactives show at the top dose activity, negative = inhibition, actives largely listed as inhibitors; recombinant Eya2, OMFP fluorescence dephosphorylation (OMFP is methylfluorescein phosphate); actives 0.006% (n = 330,000); AID 488837, 2010; note: potency is the fitted concentration of half-maximal effect; % is set by controls: 0 for no effect and ±100 for the full control effect
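Eya2 (0.2 uM) preincubated 10 min at ambient with compound, then OMFP substrate added at 50 uM; 10 min reaction in 50 mM HEPES pH 7.5, 50 mM NaCl, 5 uM MgCl2, 0.05% BSA, 1 mM DTT. Fluorescence read at Ex 485/Em 525 nm.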
* marks the source's active call; other numbers are inactive results; ? = inconclusive; · = no result given; [ ] = remark or other dose. Unless noted, calls come from the whole dose curve; as a rule, active = well fitted curve in the direction sought with a large enough effect; inconclusive = small, poorly fitted or top-dose-only effect, or another doubt; inactive = no such curve, though single readings can be large; an effect the other way counts as inactive or inconclusive.

Start of the listing, in advance, two compounds:
SMILES | Mito fusion yeast | AT treatment | TRPV1 ag | hERG WT inh | TSHR antag | ELG1 DNA repair | USP2a inh | TCR activator | KCNH2 3.1 block | Eya2 inh
CCOCC(O)CSCc1ccc(Cl)cc1 (stereo not drawn) | 1.4% | · | -4.9 | -1.6 | · | · | · | -3.2% | -7.5 | ·
Cc1nc2cc(C(F)(F)F)ccc2n1C1CCN(C(=O)N2CCOCC2)CC1 | -3.1% | 1.3% | 0.3 | 9.1 | -8.9 | -0.8% | 2.7% | 0.4% | 8.1 | -4.8%

Results, previewed entries included:
SMILES | Mito fusion yeast | AT treatment | TRPV1 ag | hERG WT inh | TSHR antag | ELG1 DNA repair | USP2a inh | TCR activator | KCNH2 3.1 block | Eya2 inh
CCOCC(O)CSCc1ccc(Cl)cc1 (stereo not drawn) | 1.4% | · | -4.9 | -1.6 | · | · | · | -3.2% | -7.5 | ·
Cc1nc2cc(C(F)(F)F)ccc2n1C1CCN(C(=O)N2CCOCC2)CC1 | -3.1% | 1.3% | 0.3 | 9.1 | -8.9 | -0.8% | 2.7% | 0.4% | 8.1 | -4.8%
Cc1cccc(Oc2nc(CN3CCOCC3)nc3sc4c(c23)CCCC4)c1 | ? | 13.6% | ? | 8.1 | 23.0 | ? | 3.2% | 5.4%[46.1 µM] | -8.4 | -5.2%
Cc1cc(NC(=O)Nc2c[nH]c(=O)[nH]c2=O)ccc1Br | 0.1% | -5.3% | -1.1 | 6.3 | 3.7 | ? | -4.0% | -2.3% | -6.1 | 2.8%
Cc1cccc(C)c1OCC(=O)Nc1c(C)nn(C)c1C | -2.8% | 1.9% | 0.7 | -29.9 | -19.1 | 12.1% | 1.6% | -1.4% | 1.0 | 6.0%
CCCn1c(Oc2ccccc2)nc2c1c(=O)n(C)c(=O)n2C | 3.1% | 6.1% | -0.3 | -0.8 | -8.1 | ? | -1.3% | · | 9.2 | -3.8%
CN(C)C(=O)c1ccc(NC(=O)c2cccc(S(=O)(=O)N3CCCc4ccccc43)c2)cc1 | -2.1% | 2.5% | 4.3 | -2.8 | -4.6 | ? | -1.5% | 5.9% | -46.3 | 8.5%
COC(=O)N/N=C/c1ccc(Oc2ccccc2)cc1 | -1.7% | 4.0% | 25.6 | -4.1 | 2.1 | ? | 4.3% | 6.2% | 1.7 | 10.9%
N#Cc1c(-c2ccccc2)ccnc1Oc1ccccc1 | -1.4% | 7.1% | 26.0 | 21.9 | -18.9 | ? | 0.0% | -3.8% | 17.9 | 0.4%
CC(=O)c1c(C)n([O-])c2cc(F)c(F)cc2[n+]1=O | 1.9% | -3.7% | -0.6 | 3.9 | -5.5 | ? | 2.2% | -1.7% | -11.2 | 10.3%
COc1ccc(CCN2C(=NC(=O)C(C)C)SC3CS(=O)(=O)CC32)cc1OC (stereo not drawn) | -5.1% | 7.7% | 2.5 | -0.2 | -6.8 | -3.4% | -1.6% | 6.0% | 1.6 | -4.5%
CCOc1cc(/C=N\Nc2nc(-c3ccc(C)cc3)c(NC(C)=O)s2)ccc1O | -0.4% | 1.8% | -6.3 | 5.5 | -8.2 | 9.1% | 0.7% | -6.6% | 10.0 | -4.2%
O=C(NCc1ccc(Cl)cc1)C(=O)NCC(c1cccnc1)N1CCN(c2ccc(F)cc2)CC1 (stereo not drawn) | 19.3% | -4.4% | 1.6 | 1.7 | -21.3 | 11.6µM* | -0.3% | -4.9% | -8.3 | 12.6%
CS(=O)(=O)c1ccc2nc(NC(=O)CCN3C(=O)c4ccccc4C3=O)sc2c1 | 6.9% | 6.2% | -6.4 | -7.8 | 1.4 | -7.4% | 1.7% | 9.0% | -1.0 | -2.0%
COc1ccc(CN(CCN2CCOCC2)C(=O)c2c(F)cccc2F)cc1OC | -3.9% | 6.1% | -1.4 | 13.5 | -1.0 | 2.7% | 0.2% | · | -12.3 | 1.2%
CCOC(=O)CSc1nc(-c2ccccc2)ns1 | 0.2% | 2.1% | 6.1 | 10.2 | -9.2 | ? | 4.4% | 2.0% | 19.5 | -29.0%
C=CCc1cc(/C=C2/NC(=O)NC2=O)cc(OCC)c1O | -1.7% | -1.6% | 1.7 | 2.6 | -7.6 | ? | -1.1% | 6.8% | -12.6 | -5.4%
C/C(=N\NC(=O)c1nnn(-c2nonc2N)c1C)c1ccc(OCc2ccccc2)cc1 | -3.9% | 3.1% | -5.5 | -8.6 | -1.7 | ? | 1.9% | 1.3% | -29.4 | -1.8%
CCOC(=O)C1CCN(S(=O)(=O)Cc2ccccc2)C1=O (stereo not drawn) | -1.0% | 6.8% | -2.8 | 1.4 | -3.8 | 8.7% | 3.8% | 0.4% | 7.2 | 15.3%[15.4 µM]
N#CCCN(C(=O)COC(=O)c1ccc(S(=O)(=O)N2CCCC2)cc1)c1cccc(Cl)c1 | 1.6% | -1.6% | 11.0 | -8.1 | -1.5 | ? | -0.4% | -6.3% | 13.1 | 5.8%
O=C1COc2ccc(C(=O)COC(=O)c3ccccc3Cl)cc2N1 | · | 7.0% | · | 13.6 | -4.1 | -6.7% | 2.8% | -0.9% | 0.6 | -0.6%
CCC(NC(=O)c1cc(COc2ccc(C)nc2)on1)c1ccc(C)cc1 (stereo not drawn) | 0.6% | 12.3% | 2.8 | -24.2 | 5.2 | -29.6% | -0.3% | 0.4% | -21.4 | -23.6%
CCCN(CCC)C1Sc2ccc(C(=O)OC)cc2NC1=O (stereo not drawn) | -0.5% | -2.8% | 7.1 | 13.7 | 2.8 | 9.5% | 0.9% | · | 9.0 | 2.3%
CCC(CO)Oc1cc(NCc2ccccc2)c2ncn(C(C)C)c2c1 (stereo not drawn) | · | -1.5% | · | 7.2 | 8.3 | -16.8% | 0.6% | -0.4% | -16.4 | 11.1%
CCOCCCNC(=O)c1cc(C)nn1-c1ccccc1 | -11.9% | -2.3% | -2.9 | 2.6 | 4.7 | 10.1% | 0.7% | 6.2% | 9.1 | 6.1%

Further structures:
SMILES | Mito fusion yeast | AT treatment | TRPV1 ag | hERG WT inh | TSHR antag | ELG1 DNA repair | USP2a inh | TCR activator | KCNH2 3.1 block | Eya2 inh
Cc1cc(=O)oc2cc(OCC(=O)N3CCN(c4ccc(F)cc4)CC3)c(Cl)cc12 | -1.4% | 12.0% | 1.1 | 5.4 | 3.2 | 1.6% | 1.7% | -1.1% | 41.0 | 6.8%
CCOC(=O)c1ccc(Oc2ccc(C(F)(F)F)cn2)cc1 | -3.8% | 2.1% | 7.7 | · | 1.4 | 5.2% | -0.5% | -2.4% | 18.8 | 4.8%
C[C@@H](C(=O)OCC(=O)NCCc1ccc(S(N)(=O)=O)cc1)N1C(=O)C2CCCCC2C1=O (stereo partly drawn) | -0.5% | -2.5% | -0.9 | -1.1 | 0.2 | -0.3% | -2.8% | -9.3% | -15.2 | 0.6%
Cc1ccc(CNc2nc(-c3cccnc3)nc3ccccc23)cc1 | 15.0% | 10.6% | ? | 8.9 | -0.7 | ? | -5.6% | -10.5% | -25.1 | -4.1%
Fc1ccc(-n2nnnc2-c2cnc(-c3cccs3)nc2C(F)(F)F)cc1 | 6.8% | 3.6% | -4.0 | 4.0 | -35.5 | 20.6µM* | -6.4% | 2.8% | 4.3 | 12.5%
COc1cc(C2NC(=O)NC(C)=C2C(=O)OC2CCC(C)CC2)ccc1O (stereo not drawn) | 3.1% | -10.0% | 13.7 | 5.2 | 5.3 | -17.4% | -0.7% | 4.4% | 14.7 | -1.8%
COCCN1C(=O)c2oc3ccccc3c(=O)c2C1c1ccc(C(=O)OC)cc1 (stereo not drawn) | 2.8% | -12.2% | 0.8 | 25.1 | 8.9 | 4.6% | 0.9% | 1.7% | 1.5 | 8.4%
Cc1cc(C)cc(NC(=S)N(CCN(C)C)Cc2cccs2)c1 | 12.1% | 3.7% | -1.2 | 3.4 | 14.7 | -26.0% | 0.2% | -2.1% | 0.3 | -7.0%
COc1cc(C(c2nnnn2C2CCCC2)N2CCN(C(=O)c3ccco3)CC2)cc(OC)c1OC (stereo not drawn) | 0.3% | -1.8% | 1.0 | 1.0 | -3.5 | 2.7% | 1.1% | -2.1% | -0.5 | 3.4%

Screening results as filed in PubChem BioAssay.

These rows are one share of the data, so the mix of outcomes need not match the whole.
